Compound activity as filed in PubChem.
zfTRPN1 agonist = zebrafish TRPN1 channel agonists, primary screen, cell-based, HEK293, calcium fluorescence; activation, % at 3 µM; actives 0.18% (n = 220,000); HEK293 zebrafish TRPN1-YFP, Fluo-8 calcium fluorescence; 100% = response to 87 µM carbachol; transient receptor potential cation channel N1 (TRPN1/NompC), Danio rerio;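 active = activation above its plate's cutoff, the mean activation of test wells on that plate plus 3 SD, cut at about 19% in these data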;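 note: 0% = DMSO alone and 100% = 87 µM carbachol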
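Control set: carbachol 87 µM as high control, DMSO as low control; system: HEK293 stable line with zebrafish TRPN1-YFP; read-out: % activation versus carbachol response; detection: intracellular calcium fluorescence with Fluo-8; doses: single test compound dose, 3 µM nominal, 0.3% DMSO; schedule: dye 1 h 37 °C plus 30 min RT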
PGE2 EP2 inh = human EP2 receptor antagonists, primary screen, TR-FRET cAMP, C6 glioma cells; inhibition, % at 25 µM; C6 glioma cells expressing human EP2; cells stimulated with saturating PGE2; actives 0.52% (n = 260,000); AID 1422, 2008; Prostaglandin E2 receptor EP2 subtype (Homo sapiens), P43116;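 active = percent inhibition above 40 after rounding to a whole number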;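 note: rat C6 glioma host cells with rolipram phosphodiesterase inhibitor present; the protocol text gives 20 µM as final concentration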
Target sequence (P43116 whole entry, looked up): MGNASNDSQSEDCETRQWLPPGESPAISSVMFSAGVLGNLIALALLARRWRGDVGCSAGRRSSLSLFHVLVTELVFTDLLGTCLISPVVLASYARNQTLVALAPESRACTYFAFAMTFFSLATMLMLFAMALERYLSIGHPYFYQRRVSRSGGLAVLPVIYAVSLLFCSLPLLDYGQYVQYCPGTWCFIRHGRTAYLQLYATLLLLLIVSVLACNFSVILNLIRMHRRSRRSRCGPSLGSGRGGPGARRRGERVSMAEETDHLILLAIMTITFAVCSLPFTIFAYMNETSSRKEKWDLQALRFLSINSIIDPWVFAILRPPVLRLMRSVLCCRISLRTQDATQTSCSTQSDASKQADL
NPY1 pot ag = NPY-Y1 receptor potentiators or agonists, primary screen, cell-based; Neuropeptide Y receptor type 1 (Homo sapiens), P25929; activation, % at 3.6 µM; actives 0.37% (n = 220,000); NPY-Y1 expressing cells, potentiator/agonist activation; AID 1304, 2008; in the data active = activation above about 33%, passing the limit was not always enough;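 note: cells stimulated with NPY at EC10 then isoproterenol at EC100; 0% = low agonist plus stimulus and 100% = saturating agonist plus stimulus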
Target sequence (P25929 whole entry, looked up): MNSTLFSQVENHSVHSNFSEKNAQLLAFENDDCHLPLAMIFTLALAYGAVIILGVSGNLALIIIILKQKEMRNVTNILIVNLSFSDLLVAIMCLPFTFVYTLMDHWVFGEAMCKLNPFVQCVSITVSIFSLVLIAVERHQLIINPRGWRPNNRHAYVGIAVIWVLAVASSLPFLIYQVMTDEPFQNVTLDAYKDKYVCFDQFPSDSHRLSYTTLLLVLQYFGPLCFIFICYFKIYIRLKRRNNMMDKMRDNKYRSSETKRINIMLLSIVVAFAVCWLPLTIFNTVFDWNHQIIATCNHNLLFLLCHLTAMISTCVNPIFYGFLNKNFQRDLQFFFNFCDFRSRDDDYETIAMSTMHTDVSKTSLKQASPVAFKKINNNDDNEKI
EP2 mod = EP2 receptor modulators, cAMP readout, primary screen, cell-based, HTRF cAMP, PGE2 stimulation; Prostaglandin E2 receptor EP2 subtype (Homo sapiens), P43116; EP2-expressing cells, cAMP HTRF FRET, PGE2 co-stimulation; induction, % at 25 µM; actives 0.83% (n = 260,000); AID 940, 2007;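 active = compounds whose cAMP rise, as percent of the full-agonist control response, exceeds 60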;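 note: rat C6 glioma line stably carrying human EP2 under a CMV promoter; the protocol text gives 20 µM as final concentration; 100% = response of wells given 1 µM PGE2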
CHOP inhibitor = inhibitors of CHOP promoter induction, primary screen, cell-based, unfolded protein response, luciferase reporter. CHO-K1 CHOP-promoter luciferase, tunicamycin-induced, 15-18 h. inhibition, % at 10 µM. actives 3.8% (n = 220,000);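 active = compounds that reduced the stress-induced luciferase reporter signal by more than about 70% of percent inhibition, limit read from the data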;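 note: 0% = tunicamycin plus vehicle and 100% = wells without tunicamycin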
NPY Y1 blocker = NPY-Y1 receptor antagonists, primary screen, cell-based. AID 1040, 2008. HEK293-CNG Y1 cells, membrane potential fluorescence; NPY at EC95, then isoproterenol. Neuropeptide Y receptor type 1 (Homo sapiens), P25929. inhibition, % at 3.6 µM. actives 1% (n = 200,000);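 active = inhibition above the campaign mean inhibition of all tested compounds plus 3 SD, cut at about 20% in these data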;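 note: 0% = DMSO wells given NPY plus isoproterenol and 100% = isoproterenol alone without NPY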
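Material: HEK293 cells co-expressing NPY Y1 receptor and cyclic-nucleotide gated channel. Timing: compound incubation 1 h at room temperature, readout 45 min post-stimulation. Signal: fluorescence, membrane potential probe.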
PPC-1+TRAIL kill = compounds killing PPC-1 cancer cells with TRAIL present, primary screen, TRAIL potentiator project, ATPLite luminescence, uHTS | PPC-1 cells + TRAIL, ATPLite viability luminescence | cell killing (% activity), % at 4 µM | actives 0.41% (n = 220,000);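 active = cell killing above 50% in the first pass at 4 µM, then a duplicate retest at 5 µM averaging 50% or more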;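 note: plate controls were cells with TRAIL plus DMSO for no effect and medium-only wells lacking cells for full effect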
TRPML3 ag = human TRPML3 channel agonists, primary screen, cell-based, HEK293 TRPML3-YFP, Fluo-8 calcium fluorescence, 3 µM | Mucolipin-3 (Homo sapiens), Q8TDD5 | 100% = the carbachol control signal | activation, % at 3 µM | actives 0.29% (n = 220,000);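 active = activation above its plate's cutoff, the mean activation of the plate's test wells plus 3 SD, cut at about 12% in these data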;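 note: 0% = DMSO only wells and 100% = carbachol wells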
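Material: HEK293 cells stably carrying human TRPML3-YFP; compound dosing: single dose, 3 µM final nominal compound, 0.3% DMSO final; incubation: 1-h 37 °C dye load, 5-s basal, 120-s post-compound reads; technique: Fluo-8 intracellular calcium fluorescence, excitation 470-495 nm, emission 515-575 nm; read-out basis: percent activation from peak-to-basal fluorescence ratio, scaled between DMSO and carbachol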
14-3-3 Bad inh = inhibitors of 14-3-3 zeta/Bad binding, primary screen, biochemical, TR-FRET, bovine 14-3-3 zeta; 14-3-3 protein zeta/delta (Bos taurus), P63103; TR-FRET 14-3-3zeta/Dy647-pBad peptide displacement, 1 h; inhibition, % at 21.7 µM; actives 0.71% (n = 220,000);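 active = inhibition above about 70%, limit read from the data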;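 note: 0% = full 14-3-3 plus peptide FRET controls and 100% = background without 14-3-3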
Target sequence (P63103 whole entry, looked up): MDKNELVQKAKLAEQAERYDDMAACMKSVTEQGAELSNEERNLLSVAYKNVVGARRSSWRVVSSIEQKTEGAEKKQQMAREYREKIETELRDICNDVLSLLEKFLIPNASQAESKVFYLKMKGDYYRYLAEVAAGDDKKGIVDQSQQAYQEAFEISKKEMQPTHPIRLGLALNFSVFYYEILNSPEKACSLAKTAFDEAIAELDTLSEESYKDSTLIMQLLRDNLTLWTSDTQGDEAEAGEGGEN
* hit, by the source's call; x = not tested or not shown; & = joins results of further samples; [ ] = dose if it differs, or a comment. An excerpt. The share of hits here may be higher or lower than overall.

SMILES	zfTRPN1 agonist	PGE2 EP2 inh	NPY1 pot ag	EP2 mod	CHOP inhibitor	NPY Y1 blocker	PPC-1+TRAIL kill	TRPML3 ag	14-3-3 Bad inh
CC(c1ccco1)N(C(=O)c1ccccc1NS(=O)(=O)c1ccc(Cl)c([N+](=O)[O-])c1)c1ccccn1 (configuration not stated)	9.2	5	17	-21	-36	1	-10	3.9	8
O=C(Nc1nnc(-c2ccc(Cl)cc2)o1)NC1CCCCC1	-0.3	10	11	-7	42	2	9	0.2	-5[fluorescence artefact?]
O=[N+]([O-])c1ccccc1-c1ccc(C(=S)N2CCCCC2)o1	-2.4	3	-11	24	-14	x	1	-0.8	3
Cc1nc2ccccc2c(=O)n1NC(=O)c1ccco1	0.3	14	-14	27	22	8	18	1.5	-10
CC1CCN(C(=O)CN2C(=O)c3cccc4cccc(c34)C2=O)CC1	-0.7	7	13	-53	16	0	16	-0.3	-2
CCOC(=O)C1=C(C)OC(N)=C(C#N)C1c1cc(F)ccc1F (configuration not stated)	-2.1	18	-15	21	-18	2	10	0.0	-12
CCCCn1c(/C=N/Nc2nc3ccccc3[nH]2)nc2ccccc21	0.4	12	-19	-2	-39	4	0	0.1	-6
COc1ccc(CN2CCN(c3ccccn3)CC2)cc1OCc1ccccc1	0.3	-1	-8	11	13	7	29	0.6	70*
COc1ccc(Oc2nc(-c3ccncc3)nc3ccccc23)cc1	-1.5	0	-16	-33	9	x	-7	0.4	2
NS(=O)(=O)c1ccc(CCNC(=O)Nc2ccc(Cl)c(Cl)c2)cc1	0.0	11	-16	-65	37	-7	16	0.5	-8
Cc1nn(Cc2c(F)cccc2Cl)c(C)c1[N+](=O)[O-]	-2.0	4	-19	24	40	0	20	-1.1	-11
Cc1ccccc1OCCCSc1nc2ccccc2[nH]1	-1.3	7	-12	0	26	7	6	-0.1	3
COc1cc(CNCc2ccccn2)ccc1OCC(=O)NC(C)(C)C	1.6	1	-15	13	8	2	11	0.6	12
O=C(NCc1ccc2c3c(cccc13)C(=O)N2)c1cccs1	2.5	7	-5	-39	-6	x	16	-0.4	15
Cc1cc(C(F)(F)F)nc(SCC(=O)NC2=NC(=O)C(C)S2)n1 (configuration not stated)	-0.3	-5	-37	11	-17	-1	19	0.3	0[fluorescence artefact?]
Cc1nc2ccccc2c2c1CC(C)S2 (configuration not stated)	0.0	12&11	-2	-3&29	36	x	16	-0.1	-2
O=C(c1ccc2c(c1)OCCO2)N1CCCCC1	-0.8	11&13	-2	28&-5	10&3	-2	2	-0.2	-13
O=C(NCc1ccco1)c1cccc(C(F)(F)F)c1	0.2	2	13	-13	-10	0	23	0.4	-10
Cc1ccc(C(=O)Oc2ccc(C(=O)COC(=O)c3cnccn3)cc2)cc1	0.1	7	-1	4	-10	2	1	-0.5	-4
CCc1cccc(CC)c1NC(=O)CN1C2CCCC1CC(NC(=O)Nc1cccc(OC)c1)C2 (configuration not stated)	-2.2	0	31	-11	21	0	18	-0.8	7
NC(=O)c1nn(-c2ccccc2)nc1NC(=O)CSc1nnnn1-c1ccc(Cl)cc1	-1.2	8	5	-63	-52	6	-13	0.9	0[fluorescence artefact?]
CC[N+]1(CC)CC2=Cc3c(ccc4ccccc34)CC2C1 (configuration not stated)	0.5	10	7	15	29	2	26	0.1	7
CCOC(=O)c1ccc(NC(=S)N2CCCC2c2ccc(OC)c(OC)c2)cc1 (configuration not stated)	-0.5	5	8	-27	29	4	3	1.2	-13
Nc1nonc1-c1noc(-c2ccc(Br)o2)n1	-0.3	x	15	-28	-43	0	5	0.1	11[fluorescence artefact?]
CC(C)(C)c1ccccc1OCCOCCSc1ncccn1	-0.8	8	-3	2	42	4	13	-0.1	-1
O=C(/C=C/c1cccc([N+](=O)[O-])c1)NC1CC2CCC1C2 (configuration not stated)	-0.2	4	-8	0	9	1	4	-0.6	-13
O=C(CN1CCN(c2ccc(F)cc2)CC1)NCc1cccs1	0.6	8	-15	21	-3	3	10	0.8	17
Cc1nn(-c2ccccc2)c(Cl)c1C1C(C#N)=C(N)Oc2n[nH]c(C)c21 (configuration not stated)	-0.3	22	3	21	30	8	7	1.0	-7
O=C(NC(=S)Nc1ccc(S(=O)(=O)N2CCCC2)cc1)C1CCC1	-0.4	4	13	-25	31	-9	0	0.8	-18
COC(=O)CNC(=O)C(Cc1c[nH]c2ccccc12)NC(=O)OC(C)(C)C (configuration not stated)	1.3	6	-14	15	-4	-8	2	0.5	-17
COc1cc(C2Nc3cccc4cccc(c34)N2)cc(OC)c1O	-1.1	6	7	-19	-58	-1	12	0.5	-12[fluorescence artefact?]
Cc1csc2c(N3CCN(C(=O)Nc4ccccc4)CC3)ncnc12	8.4	3	19	-32	29	x	-7	4.3	1
CCn1c(=O)c2cc(C(=O)N(C)c3ccc(OC)cc3OC)sc2c2ccccc21	-1.3	9	-16	4	21	x	-16	-1.0	9
CNC(=S)N1CCc2cc(OC)c(OC)cc2C1	0.4	7	20	17	7	x	-6	0.8	-3
N/C(=N/OCc1cccc([N+](=O)[O-])c1)c1nonc1N	-1.9	12	0	-5	-37	-4	15	-0.1	4
O=C(O)c1cc([N+](=O)[O-])ccc1NCCc1ccccc1	-0.1	18	-16	-9	23	x	-7	0.3	14
COc1ccc(CN(CC2CCCO2)C(=O)CN2C(=O)C(C)Oc3ccc(C)cc32)cc1OC (configuration not stated)	0.8	6	-10	11	-5	0	-8	0.8	-7
COc1cc(S(=O)(=O)N2CCN(C)CC2)c(OC)cc1Br	0.5	14	11	14	6	5	21	0.2	11
CCOc1ccccc1NC(=O)C1CCN(S(=O)(=O)c2cccc3cccnc23)CC1	x	x	x	-23	-34	x	7	x	1[fluorescence artefact?]
COc1ccc(S(=O)(=O)NC(N)=NCCc2ccccc2)cc1	-1.2	11	2	22	2	0	7	0.1	-10
CC(=O)NC(NC(C)=O)c1ccc(N(C)C)cc1	-1.6	10	16	27	1	4	6	0.8	1[fluorescence artefact?]
Cc1cnc(NC(=O)Cc2c[nH]c3ccccc23)s1	-0.3	8	12	0	21	-4	18	-0.5	1
Cc1noc(C)c1C(=O)Nc1sc2c(c1C(N)=O)CCC2	0.3	10	-15	-13	-3	-2	48	0.8	-15
Cc1c(C(=O)OCCN2CCCCC2)oc2ccccc12	1.6	12	-27	1	-2	6	6	-0.1	6
Cc1ccccc1NC(=O)COC(=O)/C=C/c1cn(-c2ccccc2)nc1-c1cccnc1	-0.1	8	-11	7	35	15	32	0.0	-1
COc1ccc(CCNC(=O)c2ccc(=O)[nH]n2)cc1OC	2.5	12	23	32	19	4	-9	0.5	-1[fluorescence artefact?]
CCOc1ccc(C(=O)c2cccs2)cc1	-2.3	11	-5	14	2	-1	7	-1.1	11
CCN(CC)C(=O)Cc1cn(C)c2ccccc12	-1.3	2	10	24	19	2	1	0.2	-13
OCCC1CN(Cc2ccn[nH]2)CCN1Cc1ccc(F)c(F)c1 (configuration not stated)	1.6	2	17	-14	-5	-1	5	0.7	37
CC1CCCC(C)N1C(=O)COc1ccc(-c2nnco2)cc1 (configuration not stated)	2.5	11	-10	-12	-14	-2	-7	0.8	14
Nc1ncnc(NNC(=O)CNC(=O)c2c(F)cccc2Cl)c1[N+](=O)[O-]	0.8	2	-7	-1	29	-1	16	1.7	-14
Cc1c(CN2CCc3c([nH]c4ccccc34)C2CC(C)C)cnn1C (configuration not stated)	-0.8	4	-11	6	-2	5	12	0.6	-2
Cc1ccc(CSc2nc3c(cc2C#N)CCC3)cc1	0.6	21&17	6	24&7	-10	3	0	0.0	-4[fluorescence artefact?]
C=CCNC(=O)COC(=O)COc1ccc(Cl)cc1C	0.5	11	-25	10	29	6	2	0.5	-1
N#Cc1ccc(NC(=O)CCc2ccc(S(=O)(=O)N3CCOCC3)cc2)cc1	0.3	5	10	-16	-11	-8	15	0.9	-7[fluorescence artefact?]
O=C(CSc1nnc(-c2ccc(O)cc2)n1Cc1ccco1)c1cccs1	-2.2	9	23	-26	-12	3	-2	-0.5	6
COc1ccc(N2CCN(C(CNC(=O)OCc3ccccc3)c3ccco3)CC2)cc1 (configuration not stated)	0.5	6	7	4	-11	-3	31	0.1	1
C=CCSc1nnc2c(n1)OC(c1ccccn1)N(C(C)=O)c1ccccc1-2 (configuration not stated)	-0.1	7	5	-3	-8	14	0	-0.4	10
CCn1c(SCC(=O)Nc2ccc3c(c2)OCCO3)nnc1-c1ccco1	-1.5	7	-2	10	2	3	15	-0.1	-6
Cc1ccc(SCCCn2cncn2)cc1	0.1	12	5	15	2	-16	40	0.8	53[fluorescence artefact?]
Next section:
SMILES	zfTRPN1 agonist	PGE2 EP2 inh	NPY1 pot ag	EP2 mod	CHOP inhibitor	NPY Y1 blocker	PPC-1+TRAIL kill	TRPML3 ag	14-3-3 Bad inh
Cc1ccccc1CSc1nc2[nH]ncc2c(=O)[nH]1	0.6	4	-2	20	15	0	14	1.6	-16
COc1ccc(N(CN2C(=O)C3CCCCC3C2=O)C(=O)c2ccco2)cc1 (configuration not stated)	0.0	22	-12	-20	5	x	4	0.3	-2
COc1cc(C(=O)NC(CCSC)C(=O)OCc2cc([N+](=O)[O-])cc3c2OCOC3)cc(OC)c1OC (configuration not stated)	0.8	7	3	-11	-1	-3	-16	0.1	-7
C=C(C)CNC(=S)/N=c1\scc(C)n1CC	1.2	6	-20	6	-1	-1	12	-0.8	-20[fluorescence artefact?]
CC1CN(S(=O)(=O)c2cccc(C(=O)NN3CCN(C)CC3)c2)CC(C)O1 (configuration not stated)	11	9	-6	-4	9	0	19	0.0	-9

Profiles from above:
Cc1ccccc1CSc1nc2[nH]ncc2c(=O)[nH]1 across the screens: zfTRPN1 agonist: 0.6; PGE2 EP2 inh: 4; NPY1 pot ag: -2; EP2 mod: 20; CHOP inhibitor: 15; NPY Y1 blocker: 0; PPC-1+TRAIL kill: 14; TRPML3 ag: 1.6; 14-3-3 Bad inh: -16
CC1CN(S(=O)(=O)c2cccc(C(=O)NN3CCN(C)CC3)c2)CC(C)O1 (configuration not stated) across the screens: zfTRPN1 agonist: 11; PGE2 EP2 inh: 9; NPY1 pot ag: -6; EP2 mod: -4; CHOP inhibitor: 9; NPY Y1 blocker: 0; PPC-1+TRAIL kill: 19; TRPML3 ag: 0.0; 14-3-3 Bad inh: -9
